LMPTP block = LMPTP phosphatase inhibitors, primary screen, biochemical, fluorescence intensity, uHTS; Low molecular weight phosphotyrosine protein phosphatase (Homo sapiens), P24666; recombinant LMPTP-A, OMFP fluorogenic substrate; inhibition, % at 20 µM; 360,000 compounds, 0.22% hits; AID 651560, 2012;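 active means compounds that cut the enzyme signal by at least half of the control window in the single-dose screen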;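 further: plate controls were DMSO wells with enzyme plus substrate for no effect and substrate without enzyme for full effect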
Target sequence (P24666 whole entry, looked up): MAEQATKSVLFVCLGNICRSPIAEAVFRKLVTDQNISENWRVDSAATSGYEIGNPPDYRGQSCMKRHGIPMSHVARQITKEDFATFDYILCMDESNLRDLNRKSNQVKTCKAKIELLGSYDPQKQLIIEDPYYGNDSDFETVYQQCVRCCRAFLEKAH
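Assay system: LMPTP-A enzyme. Input: 0.625 nM LMPTP-A final. Probe or stimulus: 400 µM OMFP. Compound dosing: single 20 µM dose. Schedule: 50 min dark incubation at room temperature. Detection: fluorescence intensity of OMFP turnover product. Read-out: percent inhibition versus substrate-only and uninhibited controls. Benchmarks: no-enzyme low control, uninhibited high control.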
Rpn11 block = Rpn11 (PSMD14) deubiquitinase inhibitors, primary screen, biochemical, fluorescence polarization, uHTS; calls only at 20 µM; human 26S proteasome, Ub4-pepOG fluorescence polarization; 20S core pre-blocked with epoxomicin; 360,000 compounds, 0.59% hits; 26S proteasome non-ATPase regulatory subunit 14 (Homo sapiens), O00487;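 active means inhibition at 20 µM, scaled to each plate's controls, above about 33%, limit read from the data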
Target sequence (O00487 whole entry, looked up): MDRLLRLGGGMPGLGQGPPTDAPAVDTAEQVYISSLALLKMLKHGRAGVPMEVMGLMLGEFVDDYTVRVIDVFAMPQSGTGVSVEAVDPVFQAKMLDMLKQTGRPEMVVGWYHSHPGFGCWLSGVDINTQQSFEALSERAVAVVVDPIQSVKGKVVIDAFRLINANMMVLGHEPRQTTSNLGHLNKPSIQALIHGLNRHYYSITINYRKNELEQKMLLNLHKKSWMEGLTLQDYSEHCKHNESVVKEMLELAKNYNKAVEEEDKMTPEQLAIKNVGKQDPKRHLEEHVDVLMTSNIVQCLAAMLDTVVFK
STEP block = STEP phosphatase inhibitors, primary screen, biochemical, fluorescence intensity, uHTS; Tyrosine-protein phosphatase non-receptor type 5 (Homo sapiens), P54829; recombinant STEP, OMFP fluorogenic substrate; inhibition, % at 20 µM; 360,000 compounds, 0.25% hits;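 active means inhibition at 20 µM, scaled per plate between control wells, above about 37%, limit read from the data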;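 further: 0% = DMSO with enzyme and substrate and 100% = substrate only without enzyme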
Target sequence (P54829 whole entry, looked up): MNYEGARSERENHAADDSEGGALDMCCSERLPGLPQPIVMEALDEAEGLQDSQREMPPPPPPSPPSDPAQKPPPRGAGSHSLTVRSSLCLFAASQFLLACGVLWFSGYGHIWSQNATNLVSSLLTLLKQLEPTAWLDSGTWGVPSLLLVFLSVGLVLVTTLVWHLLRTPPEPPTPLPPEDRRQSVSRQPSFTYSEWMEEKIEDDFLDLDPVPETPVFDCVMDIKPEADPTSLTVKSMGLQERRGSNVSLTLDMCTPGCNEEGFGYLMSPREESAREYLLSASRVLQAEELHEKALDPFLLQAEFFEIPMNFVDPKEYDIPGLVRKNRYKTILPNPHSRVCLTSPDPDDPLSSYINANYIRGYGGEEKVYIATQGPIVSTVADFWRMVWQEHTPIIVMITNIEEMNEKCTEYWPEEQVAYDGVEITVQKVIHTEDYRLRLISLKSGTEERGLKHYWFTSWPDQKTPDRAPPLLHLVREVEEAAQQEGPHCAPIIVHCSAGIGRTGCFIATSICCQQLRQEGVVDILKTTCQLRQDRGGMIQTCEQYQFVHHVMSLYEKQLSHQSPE
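medium = Bis-Tris buffer pH 6.0, 2.5 mM DTT, 0.005% Tween 20 | test system = STEP (striatal-enriched tyrosine phosphatase) enzyme, cell-free | measure = normalized % inhibition | compound dosing = 20 µM, 1% DMSO | also added = 25 µM OMFP | schedule = reaction 20 min, ambient temperature | measured by = fluorescence read at 480 nm ex / 540 nm em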
Scp-1 inhibitor = Scp-1 phosphatase inhibitors, primary screen, biochemical, colorimetric, uHTS; Recombinant Scp1, phosphopeptide, malachite green phosphate absorbance; 340,000 compounds, 0.88% hits; inhibition, % at 20 µM; Carboxy-terminal domain RNA polymerase II polypeptide A small phosphatase 1 (Homo …;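 active means inhibition above about 50% at 20 µM, limit read from the data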;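 further: plate controls were DMSO wells with enzyme for no effect and wells lacking enzyme for full effect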
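Incubation: 45 min enzyme reaction at room temperature / System: truncated SCP-1 phosphatase (76-261aa) / Reagent: Phospho 17-mer peptide substrate / Buffer or medium: Acidic Tris acetate buffer with magnesium and detergent / Signal: absorbance at 630 nm / Doses: one concentration, 20 µM, with 1.0% DMSO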
CSN inh = inhibitors of CSN-mediated cullin deneddylation, primary screen, biochemical, fluorescence polarization, uHTS; COP9 signalosome complex subunit 5 (Homo sapiens), Q92905; Purified CSN, SCF-Nedd8-OG deneddylation; inhibition, % at 12.5 µM; 360,000 compounds, 0.38% hits;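 active means pattern-corrected inhibition above about 35%, with an unprinted fluorescence ratio check between 0.5 and 1.5, limit read from the data, passing the limit was not always enough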;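 further: 0% = enzyme with substrate and 100% = substrate without enzyme; some results filed as inactive read as strong as hits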
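Test system: Human Csn5 produced in HEK293T cells | Compound: 12.5 µM single point | Times: 90 min, room temperature | Signal: Fluorescence polarization readout | Read-out basis: % inhibition of substrate cleavage by Csn5 | Controls: no-enzyme wells high, enzyme-with-substrate wells low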
DNMT1 inh = human DNMT1 methyltransferase inhibitors, primary screen, biochemical, molecular beacon, fluorescence, HinP1I cleavage, uHTS | DNA (cytosine-5)-methyltransferase 1 (Homo sapiens), P26358 | inhibition (reported as % activation of signal), % at 10 µM | 360,000 compounds, 0.83% hits; in the data active means inhibition above about 50%
MLLE-PAM2 inh = inhibitors of PABP1 MLLE–PAM2 peptide binding, primary screen, biochemical, fluorescence polarization, FITC-PAM2, GST-MLLE; Polyadenylate-binding protein 1 (Homo sapiens), P11940; inhibition, % at 20 µM; 360,000 compounds, 0.36% hits; in the data active means inhibition above about 35%, passing the limit was not always enough;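 further: plate controls were DMSO wells with GST-MLLE for no effect and wells lacking GST-MLLE protein for full effect; some results filed as inactive read as strong as hits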
SUMO1-SIM PPI = modulators of SUMO1 protein-protein interactions, primary screen, biochemical, uHTS; inhibition, % at 20 µM; Small ubiquitin-related modifier 1 (Homo sapiens), P63165; 360,000 compounds, 0.33% hits; SUMO1 binding to a labelled peptide, TR-FRET, 1 h; in the data active means inhibition above about 37%
Tb MetRS inh = T. brucei MetRS inhibitors, primary screen, biochemical, luminescence; methionyl-tRNA synthetase (Trypanosoma brucei brucei); purified T. brucei MetRS, ATP depletion, Kinase-Glo luminescence; inhibition, % at 11.9 µM; 360,000 compounds, 0.4% hits;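 active means inhibition above a per-plate cutoff of the control wells' mean inhibition plus 3 SD, cut at about 5.5% in these data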;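 further: 0% = DMSO wells median and 100% = median of wells with control inhibitor compound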
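Test system: purified T. brucei MetRS enzyme. Also added: ATP, methionine and E. coli bulk tRNA substrates. Compound: 11.9 µM single point. Schedule: 15 min enzyme-compound preincubation, 2 h reaction, 10 min detection, 25 °C. Signal: luciferase luminescence of residual ATP, Kinase-Glo. Evaluation: percent inhibition versus plate control medians. Controls: DMSO wells, low control.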
NadD inh = inhibitors of S. aureus NadD, primary screen, biochemical, colorimetric, uHTS | Nicotinate-nucleotide adenylyltransferase NadD (Staphylococcus aureus N315) | purified NadD enzyme, colorimetric absorbance read-out | inhibition, % at 20 µM | 360,000 compounds, 0.78% hits | AID 602399, 2012; in the data active means inhibition above about 26%; further: some compounds past the cut are filed as inactive
The depositor's hits bear a star; i = inactive; nt = not tested or not shown.

SMILES | LMPTP block | Rpn11 block | STEP block | Scp-1 inhibitor | CSN inh | DNMT1 inh | MLLE-PAM2 inh | SUMO1-SIM PPI | Tb MetRS inh | NadD inh
O=C1N(Cc2cccc(Cl)c2)C[C@@H]2C[C@@H](c3cccn3-c3nccs3)N3CCC[C@@]123 | -0.2 | i | -2 | 2 | -1 | -3 | 5 | 1 | -0.7 | 3
O=[N+]([O-])c1ccc(O)c2cccnc12 | 0.0 | i | 3 | -5 | 0 | -2 | 20 | -18 | -1.0 | 0
Cc1ccc(Cn2c([N+](=O)[O-])cnc2C)cc1 | 0.0 | i | -1 | 3 | 2 | 2 | 10 | -11 | -0.1 | 0
O=C(Nc1ccccc1Cl)c1cc2ccccc2o/c1=N\O | -3.8 | i | 1 | -7 | 0 | 10 | 0 | -1 | -0.2 | -8
O=C(Nc1ccc(S(=O)(=O)N2CCc3ccccc32)cc1)c1ccco1 | 2.4 | i | 0 | -26 | 2 | -14 | 1 | 1 | -0.3 | -9
COc1ccc(N/C=C2/CCCCC2=O)cc1 | -1.1 | i | 0 | -8 | -4 | -12 | 13 | -6 | -1.0 | 3
O=C(COC(=O)CCc1c[nH]c(=O)[nH]1)Nc1ccccc1 | -1.8 | i | -2 | -5 | -1 | 1 | 53* | -2 | 0.7 | -5
CC1CCCN(CC(O)CN2CCN(CC(O)CN3CCCC(C)C3)C(C)C2)C1 (stereo not given) | -6.4 | i | 0 | -5 | 2 | -5 | -12 | -20 | -0.2 | 3
C#CCOCCOCCOCCNc1nc(N2CCOCC2)nc(N2CCN(C(=O)Cn3cc(CCCN=C(N)N)nn3)CC2)n1 | 0.8 | i | -3 | -6 | -6 | 1 | -5 | 4 | -0.2 | -5
CCC(CC)C(=O)NCCc1cc2ccc(OC)cc2[nH]c1=O | -1.0 | i | -3 | 0 | 0 | 1 | -6 | 2 | -0.6 | -6
O=C(NCC1CCCN1S(=O)(=O)c1cccs1)C(=O)Nc1cccc(F)c1 (stereo not given) | -0.2 | i | -2 | -6 | 0 | -3 | -14 | 0 | -0.2 | -6
O=C(Nc1ccc(Oc2cccc3ccccc23)cc1)c1ccco1 | 4.6 | i | 1 | -7 | 1 | -16 | 25 | -4 | -0.3 | -8
O=C(O)CC1S/C(=N\N=C2\C(=O)Nc3ccccc32)N(c2ccc(O)cc2)C1=O (stereo not given) | -1.1 | i | -2 | -13 | 4 | -4 | 14 | 8 | 0.6 | 0
CCc1cc(=O)oc2cc(OCC=C(C)C)ccc12 | -0.6 | i | 1 | -3 | -7 | 4 | -1 | -3 | -0.5 | -3
Nc1cc(Nc2ccccc2)c2nonc2c1[N+](=O)[O-] | 4.7 | i | 3 | 25 | 1 | -6 | 56* | -28 | 0.9 | -2

Continued (two carried over from the part before).
SMILES | LMPTP block | Rpn11 block | STEP block | Scp-1 inhibitor | CSN inh | DNMT1 inh | MLLE-PAM2 inh | SUMO1-SIM PPI | Tb MetRS inh | NadD inh
CCc1cc(=O)oc2cc(OCC=C(C)C)ccc12 | -0.6 | i | 1 | -3 | -7 | 4 | -1 | -3 | -0.5 | -3
Nc1cc(Nc2ccccc2)c2nonc2c1[N+](=O)[O-] | 4.7 | i | 3 | 25 | 1 | -6 | 56* | -28 | 0.9 | -2
Cc1ccccc1C(=O)N1CCc2cc(-c3csc(NC(=O)CN4CCCC4)n3)ccc21 | 3.9 | i | 0 | 1 | 1 | -10 | -8 | -3 | -0.5 | 1
COc1ccc(Nc2ccc(N3C(=O)CCCC3=O)cc2[N+](=O)[O-])c(OC)c1 | 0.5 | i | 2 | -7 | -8 | -6 | 8 | -30 | 0.0 | -3
Cc1nn(C)cc1NC(=O)Cn1nc(C(F)(F)F)cc1C1CC1 | -1.5 | i | -2 | 0 | -5 | 4 | 2 | -2 | -1.0 | -6
COC(=O)c1c(N2C(=O)[C@H]3[C@@H](C2=O)[C@]2(C(=O)Nc4c(C)cc(C)cc42)N2CCC[C@@H]32)sc(C)c1C | 1.7 | nt | 0 | -4 | 8 | -7 | -19 | 0 | 0.3 | 16
COc1cccc(Nc2nc(Nc3ccc(Cl)c(C(=O)O)c3)nc(C)c2[N+](=O)[O-])c1 | 1.0 | i | 8 | 31 | 5 | 6 | -6 | -4 | -0.5 | 1
CCn1nccc1C(=O)Nc1nccs1 | -1.0 | i | 2 | -5 | 4 | -2 | -4 | 1 | -0.5 | -9
O=C(CN1C(=O)/C(=C2/SC(=S)N(CCS(=O)(=O)O)C2=O)c2ccccc21)Nc1cccc(Br)c1 | 2.4 | i | 87* | 82* | 13 | 9 | 22 | 1 | 4.6 | 20
O=c1cc(CN2CCN(C/C=C/c3ccccc3)CC2)c2cc(O)ccc2o1 | 1.7 | i | 0 | 0 | 0 | 3 | 2 | -9 | -1.2 | -3
Cc1ccc(CN2C(=O)C[C@@H](NC(=O)OCC3c4ccccc4-c4ccccc43)C/C=C\C2c2ccc(C)cc2)cc1 (stereo not given in full) | 6.2 | i | 2 | -7 | 7 | 4 | 3 | -1 | 0.5 | 22
CN1CCN(/N=C/c2cccc(Cl)c2Cl)CC1 | 0.2 | i | 0 | -4 | -1 | 0 | 0 | -2 | -0.2 | -4
CCOC(=O)CSc1nc2ccccc2c(=O)n1CCCCCC(=O)NCc1ccco1 | 0.3 | i | -2 | -7 | -4 | -2 | 2 | 2 | -0.9 | 0
COC(=O)c1ccc(Cn2nc(C)c(Cl)c2C)o1 | -1.2 | i | 3 | -2 | -6 | 3 | 0 | 3 | -0.1 | -2
CCOc1ccc(NC(=O)CN(C)C(=O)c2ccc(COc3ccccc3)cc2)cc1OCC | -7.0 | i | 2 | -10 | -3 | -10 | -4 | -26 | 0.0 | -5
Cc1cccc(NC(=O)CCC(=O)OCC(=O)c2ccc(Oc3ccc([N+](=O)[O-])cc3)cc2)c1 | 2.3 | i | 0 | -7 | 1 | -3 | -51 | -25 | 0.3 | -7
COc1ccc(Cn2c(SCC(=O)NCc3ccco3)nc3ccsc3c2=O)cc1 | -0.5 | i | -2 | -10 | 6 | 3 | -18 | 0 | -0.9 | -1

Structures listed so far that contain fluorine:
SMILES | LMPTP block | Rpn11 block | STEP block | Scp-1 inhibitor | CSN inh | DNMT1 inh | MLLE-PAM2 inh | SUMO1-SIM PPI | Tb MetRS inh | NadD inh
O=C(NCC1CCCN1S(=O)(=O)c1cccs1)C(=O)Nc1cccc(F)c1 (stereo not given) | -0.2 | i | -2 | -6 | 0 | -3 | -14 | 0 | -0.2 | -6
Cc1nn(C)cc1NC(=O)Cn1nc(C(F)(F)F)cc1C1CC1 | -1.5 | i | -2 | 0 | -5 | 4 | 2 | -2 | -1.0 | -6

New compounds follow:
SMILES | LMPTP block | Rpn11 block | STEP block | Scp-1 inhibitor | CSN inh | DNMT1 inh | MLLE-PAM2 inh | SUMO1-SIM PPI | Tb MetRS inh | NadD inh
N=C1C(c2nc(-c3ccc(F)cc3)cs2)=C(O)CN1Cc1ccc(Cl)cc1 | 11 | i | 1 | 1 | -3 | 3 | -81 | 1 | -0.7 | 18
O=C(CC1Sc2ccccc2NC1=O)NNc1cc(Cl)ccc1Cl (stereo not given) | 2.2 | i | -1 | -7 | 3 | 4 | 8 | 6 | -0.1 | 0
Cn1ncc(N2CCN(C(=O)c3ccc(Cl)cc3)CC2)c(Cl)c1=O | -0.3 | i | -1 | -8 | 0 | -2 | 1 | -7 | 0.1 | -3
O=C(Nc1cccc(F)c1)c1ccc(-c2ccccc2Cl)o1 | 5.4 | i | 3 | -12 | -2 | 3 | 1 | 12 | -0.2 | -11
CCN(C[C@H]1N[C@@](Cc2ccccc2)(C(=O)OC)[C@H]2C(=O)N(Cc3ccccc3)C(=O)[C@@H]12)C(C)=O | -1.7 | i | -1 | -2 | 4 | 6 | 3 | 3 | -1.0 | 4
Cc1cc(NC(=O)CSc2cn(CC(=O)N(C(C)C)C(C)C)c3ccccc23)no1 | -0.4 | i | -2 | -8 | 0 | -5 | -3 | 7 | 0.1 | 2
Cc1cccc(NC(=S)NCc2ccc(F)cc2)c1C | -1.6 | i | 0 | 4 | -1 | 6 | 1 | 6 | 1.3 | 0
COc1ccc(NC(=O)c2cc3c(=O)n4ccccc4nc3n2C)cc1OC | -0.2 | i | -3 | 5 | -5 | 5 | -3 | -8 | -1.3 | -7
O=C(Nc1cc(Cl)ccc1Cl)c1cc(-c2ccco2)on1 | -0.8 | i | -2 | -5 | 5 | 12 | -7 | 0 | -0.4 | 6
C=CCOCC(O)Cn1c(N2CCCC2)nc2c1c(=O)[nH]c(=O)n2C (stereo not given) | -2.7 | i | 0 | 33 | 1 | 8 | 12 | -5 | -1.0 | 1
COc1cc(C2SCC(=O)N2c2nnc(C34CC5CC(CC(C5)C3)C4)s2)cc(OC)c1OC (stereo not given) | -3.0 | i | -3 | -5 | -2 | 2 | 0 | 0 | -0.2 | -5
Fc1ccc(/C=N/Nc2nc(-c3cccnc3)nc3ccccc23)cc1 | 3.3 | i | 0 | -14 | 4 | -3 | -2 | 34 | -0.4 | -2

Exported tab-delimited: two of the compounds above.
Molecule	LMPTP block	Rpn11 block	STEP block	Scp-1 inhibitor	CSN inh	DNMT1 inh	MLLE-PAM2 inh	SUMO1-SIM PPI	Tb MetRS inh	NadD inh
Cn1ncc(N2CCN(C(=O)c3ccc(Cl)cc3)CC2)c(Cl)c1=O	-0.3	i	-1	-8	0	-2	1	-7	0.1	-3
O=C(Nc1cccc(F)c1)c1ccc(-c2ccccc2Cl)o1	5.4	i	3	-12	-2	3	1	12	-0.2	-11
